Ins promoter up: MIN6 insulin promoter up-regulation; 190,000 tested, 0.3% active; z-score at 5 µM; MIN6 insulin promoter-GFP reporter, high-content imaging; hits give high values; AID 1625;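 active means z-score above 3 at 5 µM with at least 500 cells counted in the well; inconclusive means wells under 500 cells, flagged as cytotoxic or low count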
Yfh1-off respiration: enhancers of respiration in Yfh1-depleted yeast, dose response, Friedreich's ataxia, plus single-dose screen (AID 1465) | 220,000 tested, 0.074% active | one-dose fold induction at 50 µM; EC50 in µM for titrated hits | S. cerevisiae Yfh1-off respiration, WST-1 reduction, 72 h; higher fold induction means a stronger effect;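 active means fold induction of absorbance versus untreated yeast above a set limit, then at least 30% activation at any dose in follow-up; inconclusive means repeats straddling the limit, or above it without dose testing; inactive means fold induction below the set limit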;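 further: activators that raise dye reduction in frataxin-depleted yeast; strong numbers were not always called active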
Dynein transport: dynein cargo transport inhibition; 3617.4 mouse cells, GR-EGFP nuclear translocation imaging; test concentration mostly 20 µM; stimulated with dexamethasone, 1 µM; hits give low values; z-score, hits read low; 220,000 tested, 0.47% active; AID 1381;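 active means plate z-score of nuclear minus cytoplasmic receptor signal below a set negative limit, without overly bright fluorescence or cell loss, cut at about -3.5 in these data, passing the limit was not always enough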;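 further: z-score of nuclear minus cytoplasmic ring GR-EGFP intensity difference per well; some compounds called inactive have numbers as strong as hits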
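Buffer or medium: tet-free, stripped-serum medium; Also added: dexamethasone, 1.0 µM final; Technique: high-content fluorescence imaging after fixation; Times: 48 h induction, 1 h compound, 30 min dex at 37 °C; Read-out: per-cell GR-EGFP intensity, nucleus versus surrounding cytoplasmic ring, well-averaged.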
P. falciparum M1AAP: P. falciparum M1AAP inhibitors, biochemical, fluorogenic H-Leu-NHMec substrate, 1536-well (AID 1445); 220,000 tested, 0.42% active; inhibition, % at 30 µM; hits with a dose series show IC50 in µM; recombinant M1AAP, H-Leu-NHMec fluorogenic kinetic assay; higher % means a stronger effect;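 active means primary inhibition above the hit cutoff, then over 50% inhibition at one or more dose response concentrations, cut at about 23% in these data, passing the limit was not always enough; inconclusive means conflicting primary data, or primary hits not chosen for dose response; inactive means low primary inhibition, or under 50% at every dose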;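 further: plate controls were DMSO full reaction for no effect and no enzyme background for full effect; strong numbers were not always called active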
Autophagy HCS: modulators of autophagy | MEF GFP-LC3 puncta imaging; test concentration mostly 10 µM | calls only at 10 µM (by protocol) | 190,000 tested, 0.98% active | AID 463193;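 active means percentage of spot-positive cells more than 3 SD above its plate mean, without a fluorescence outlier flag or 80% toxicity; inconclusive means no clear call, values can overlap the other calls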;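 further: spot-positive cell cutoff set from DMSO-treated cells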
ER stress rescue: protection against thapsigargin-triggered cell killing – 384-well, CSM14.1, ATP luminescence, primary screen (AID 1222); CSM14.1 thapsigargin-induced death rescue, ATP luminescence; higher % means a stronger effect; one-dose cellular ATP content (survival), % at 20 µM; EC50 in µM for titrated hits; 190,000 tested, under 10 active;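 active means EC50 below 50 µM in the dose-response confirmation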;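 further: death triggered by thapsigargin at about 15 µM added after 2 h compound pretreatment; cell ATP read after overnight thapsigargin exposure of roughly 18 to 22 hours; normalized against plate controls of thapsigargin alone and 5% DMSO vehicle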
Hep lipid drop: hepatic lipid droplet formation modulation. AML12 mouse hepatocytes, oleate lipid droplets, BODIPY imaging. inhibition, % at 6.5 µM. 240,000 tested, 0.4% active. AID 1656;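 active means lipid droplet intensity inhibited by at least 50%, with more than 500 cells counted; inconclusive means wells with under 300 cells, treated as cytotoxic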
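Assay system: AML12 mouse liver cells | Compound: 6.5 µM single-point dosing | Schedule: Overnight exposure | Technique: Fluorescence imaging, 20x objective, two fields per well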
M17LAP inhibition: P. falciparum M17LAP inhibitors, primary screen, biochemical, fluorogenic H-Leu-NHMec substrate, 1536-well (AID 1619) | recombinant M17LAP, H-Leu-NHMec fluorogenic kinetic assay; higher % means a stronger effect | 220,000 tested, 0.38% active | inhibition, % at 30 µM, or IC50 in µM where a hit was titrated;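 active means compound inhibiting the enzyme by more than half at any dose during confirmatory dose-response retesting; inconclusive means strong single-dose inhibitors picked by rank but not retested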;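 further: plate controls were full reaction with DMSO carrier for no effect and no enzyme background for full effect; strong numbers were not always called active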
MT stabilizer: stabilizes microtubules in HeLa cells. % tubulin-high responders, % at 10 µM. 200,000 tested, 0.83% active. HeLa tubulin immunostaining HCS, 24 h; share of cells brighter than vehicle mean+2SD;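 active means plate Z-score above 3 for both tubulin-high and condensed-nucleus cell shares, with cell loss under 80%, at 10 µM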;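 further: anti alpha tubulin signal scored within the nucleus-defined area of each cell; some results filed as inactive read as strong as hits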
Dynein transport cytoplasmic EGFP: recorded beside Dynein transport, whose call it bears; z-score; measured here: cytoplasmic GR-EGFP intensity; hits give high values
Dynein transport nuclear GR-EGFP: second read-out of Dynein transport, no call of its own (marks repeat the call); z-score; measured here: nuclear GR-EGFP intensity;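 lower value marks the stronger effect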
Dynein transport cell count: further read-out of Dynein transport, marked with its call; z-score; measured here: cell count per field
Ins promoter up cell count: second read-out of Ins promoter up, no call of its own (marks repeat the call); cell count; measured here: cytotoxicity, nuclei count;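 total cells summed across four imaged fields per well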
Hep lipid drop cells 6.5 µM: recorded beside Hep lipid drop, whose call it bears; cell count; measured here: cell count, cytotoxicity flag;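 cells counted across two imaged fields per well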
MT stabilizer Hoechst-high %: further read-out of MT stabilizer, marked with its call; % Hoechst-high responders; measured here: nuclear condensation Hoechst responders;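 share of cells brighter than vehicle mean plus two SD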
MT stabilizer cytotoxicity %: second read-out of MT stabilizer, no call of its own (marks repeat the call); toxicity, %; measured here: cytotoxicity by cell density;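 0% = mean cell density of plate MIN control wells and 100% = no cells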
Autophagy HCS cell loss 18 h: second read-out of Autophagy HCS, no call of its own (marks repeat the call); toxicity, %; measured here: cell loss, nuclei count;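 cell loss after 18 h compound exposure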
* hit, by the source's call; i = inactive; ? = inconclusive; . = not tested or not shown; + = active, no number.

SMILES	Ins promoter up	Ins promoter up cell count	Yfh1-off respiration	Dynein transport	Dynein transport cytoplasmic EGFP	Dynein transport nuclear GR-EGFP	Dynein transport cell count	P. falciparum M1AAP	Autophagy HCS	Autophagy HCS cell loss 18 h	ER stress rescue	Hep lipid drop	Hep lipid drop cells 6.5 µM	M17LAP inhibition	MT stabilizer	MT stabilizer Hoechst-high %	MT stabilizer cytotoxicity %
Cc1ccc(C)c(CSc2nc3ccncc3n2CC(=O)Nc2ccc(C)c(C)c2)c1	0.62	1254	i	0.4	-0.2	1	-0.39	0%	i	-3	-0.5%	-2	745	-1%	3.3	1.4	14
CC(C)Oc1ccc(CNC(=O)Cn2c(=O)oc3ccccc32)cc1	0.83	1000	i	-0.65	-0.16	-0.33	0.2	7%	i	4	-0.5%	.	.	-1%	3.0	2.2	4.7
COc1ccc(CCNC(=O)C2CCN(c3nccc(C)n3)CC2)cc1	-0.02	1507	i	-0.65	-0.3	-0.34	0.81	1%	i	25	-0.3%	5	732	-4%	2.2	2.2	5.7
Cc1nc(CCNC(=O)c2ccccc2)cs1	-0.37	1903	i	-0.14	-0.22	-0.8	-0.29	2%	i	-3	-3.4%	-8	629	-7%	2.5	1.9	10
Cc1cc(C(=O)C(C)Cl)c(C)n1Cc1ccco1 (centres undefined)	-0.12	1222	i	0.78	-0.11	0.45	-0.5	1%	i	-13	0.2%	4	661	19%	1.9	1.6	1.4
Cc1noc(NC(=O)c2cccc(C(F)(F)F)c2)c1Cl	0.1	1425	i	-0.49	-0.25	-0.29	0.38	1%	i	24	-1.0%	-9	695	1%	1.4	1.7	2.1
Cc1ccc(CNC(=O)C(NS(=O)(=O)c2cccs2)C(C)C)cc1 (centres undefined)	0.56	1939	i	0.96	-0.2	1.2	-0.27	6%	i	-34	-1.2%	-41	648	-4%	3.1	1.9	8.0
CC(=O)Nc1ccc(S(=O)(=O)N2CCN(C)CC2)cc1	-0.17	920	i	-0.29	-0.25	-0.067	0.45	14%	i	-6	0.7%	8	802	-7%	1.8	1.2	3.8
O=S(=O)(c1ccc(Cl)nc1)N(Cc1ccccc1)Cc1ccccc1	-1.3	1404	i	0.28	0.0067	0.059	-0.3	8%	i	7	-1.8%	0	593	-4%	5.1	3.0	7.6
CSc1nc(N(C)C)nc(N(C#N)CCOC(C)=O)n1	0.52	1055	i	-0.74	-0.15	-0.22	0.88	-2%	i	2	1.4%	-19	710	19%	5.2	2.9	0.8
COc1cccc(-n2c(SCC(=O)NCc3ccco3)nnc2-c2c[nH]c3ccccc23)c1	-0.01	1908	i	-1.2	-0.28	-0.72	0.88	16%	i	-17	.	6	666	-2%	3.4	2.7	6.3
O=C(O)CCCc1c(-[n+]2ccccc2)[nH]c2ccccc12	-0.57	1159	i	0.1	0.26	-0.1	-0.013	-4%	i	-5	-0.9%	1	679	8%	2.3	0.7	14
CCn1c(SCC(=O)C(C)(C)C)nnc1-c1ccccc1OC	0.21	1236	i	1.8	0.33	1.4	-2	-2%	i	9	-1.2%	.	.	7%	6.2	1.0	4.1
CCCc1cc(C(=O)Nc2ccccc2C(=O)OC)no1	0.28	2001	i	0.58	-0.24	0.5	-0.22	0%	.	.	.	-2	521	-1%	5.6	2.1	6.7
CC1=C(C)C(=O)N(c2ccccn2)C1=O	0.46	1430	i	-0.55	0.099	0.086	0.76	0%	i	7	3.1%	.	.	3%	3.9	3.4	6.8
Cc1ccc(-n2nc3c(c2NC(=O)c2ccc(S(=O)(=O)N4CCOCC4)cc2)CSC3)c(C)c1	0.38	1257	i	-1	0.82	-0.013	-0.28	8%	i	9	-2.5%	.	.	-3%	5.7	3.9	6.8
CN(CCOc1ccccc1)S(=O)(=O)c1ccc2oc3ccccc3c2c1	0.49	1489	.	0.028	-0.22	-0.14	0.25	-1%	i	-1	-0.9%	.	.	-6%	1.5	1.8	11
CCOC(=O)C1=C(C)NC2=C(C(=O)CC(c3ccc(OC)c(OC)c3)C2)C1c1ccc(C)o1 (centres undefined)	-1.5	1403	.	0.051	-0.18	0.066	0.08	5%	i	-16	1.5%	.	.	-3%	2.5	3.4	14
CC(=O)c1ccc(NC(=O)CSCCO)cc1	.	.	i	0.61	-0.2	0.26	-0.19	7%	i	-3	-0.5%	12	694	10%	2.2	1.1	4.9
COC(=O)C1CCN(C(=O)c2ccc(NC(C)=O)cc2)CC1	0.71	1184	i	-0.66	-0.33	-0.18	0.47	-2%	i	0	-1.8%	.	.	-13%	3.4	3.0	10
CCc1nc(N)c(C#N)c(-c2ccc(OC)c(OC)c2)c1C	-1.2	1392	i	-0.42	-0.25	0.26	-0.53	5%	i	1	-3.8%	3	812	2%	2.7	1.3	28
CC(=O)Oc1ccc2c(=O)c(Oc3ccccc3)coc2c1OC(C)=O	-0.37	1425	i	-0.89	-0.16	0.039	-0.56	5%	+	-23*	-2.2%	-32	647	?	1.3	2.4	7.9
CC(C)CCOc1cccc(OCC(=O)O)c1	0.71	1102	i	-0.39	-0.31	-0.53	-0.72	3%	i	-5	-1.2%	-2	739	13%	1.7	2.2	8.0
O=S(=O)(NCCCN1CCOCC1)c1ccc2ccccc2c1	-0.47	1506	i	-0.28	-0.17	-0.28	-0.75	3%	i	9	-0.9%	-22	671	2%	2.4	2.2	7.6
N#CCSc1n[nH]c2nc3c(c(=O)n12)C1(CCCC1)Cc1ccccc1-3	0.58	1128	i	-0.077	-0.22	0.23	0.99	7%	i	-1	1.2%	.	.	-2%	7.5	1.6	3.1
O=C(NC1CCCc2c1cnn2-c1ccc(F)cc1F)c1cnccn1 (centres undefined)	-0.76	1360	i	-0.75	-0.027	-0.51	1.1	-5%	i	-15	1.3%	-8	707	-7%	3.9	2.0	3.6
C/C(=N\O)C(=O)NCCN(C)C	.	.	i	-0.52	-0.18	-0.61	0.64	-6%	i	12	-3.3%	15	668	3%	0.9	1.9	2.7
Cc1cc(Br)ccc1SCC(=O)OCC(=O)Nc1ncc(C(F)(F)F)cc1Cl	0.38	1225	i	-0.26	-0.22	0.016	1.4	3%	i	-6	-1.4%	-29	706	7%	3.3	1.1	2.1
Brc1ccc(CNCc2cccs2)cc1	-0.18	1366	i	-0.24	-0.21	-0.5	0.15	9%	i	-9	-3.1%	4	637	-10%	1.9	3.5	5.3
CCOC(=O)C1CCCN(C(=O)Cc2ccc(OC)c(OC)c2)C1 (centres undefined)	-0.59	1268	i	0.59	-0.23	0.24	-0.96	5%	i	-1	-3.7%	-2	771	6%	2.3	1.5	4.9
CCCn1nnc(NC(=O)c2ccc(F)cc2)n1	0.06	1582	i	-0.57	-0.11	-0.88	-0.13	3%	i	2	-3.5%	.	.	-8%	4.1	1.9	2.3
CCN(CC)CCNC(=O)/C(=C/c1cn(C)c2ccccc12)NC(=O)c1ccc(OC)c(OC)c1	0.31	1489	i	1.9	-0.18	0.92	-1.8	3%	.	.	.	-46	700	12%	.	.	.
O=C(OCC(=O)N1CCc2ccccc21)C1=COCCO1	.	.	i	-0.47	1.5	0.39	-0.0025	4%	i	3	-2.2%	-2	713	12%	4.2	1.2	1.8
CN(C[C@H](Cc1ccccc1)N(C[C@@H](Cc1cccc2ccccc12)N(CCc1ccccc1)N=O)N=O)N=O	-0.57	1329	i	-0.75	-0.28	-0.2	0.52	2%	i	-12	1.5%	-3	714	-5%	3.5	0.9	9.7
COc1ccc(C2CC(=O)Oc3c(C(CCN4CCN(c5ccccc5)CC4)c4ccc(N(C)C)cc4)c(OC)cc(OC)c32)cc1 (centres undefined)	.	.	i	-0.45	-0.51	-0.24	0.47	7%	.	.	.	5	674	-2%	.	.	.
CC(C)CNC(=O)COC(=O)c1cc(S(=O)(=O)N2CCCCC2)ccc1N1CCOCC1	0.48	1083	i	0.44	-0.29	0.023	0.4	-5%	i	2	0.1%	.	.	-1%	2.9	2.1	12
CC(CN(C)Cc1ccccc1)OC(=O)c1ccc2c(c1)OCCO2 (centres undefined)	0.47	1985	i	0.54	-0.11	0.64	0.034	3%	i	-2	-2.0%	-1	674	5%	2.9	2.6	3.4
O=C(Cn1c(-c2ccco2)nc2ccccc21)N1CCCCC1	-0.07	1631	i	-0.47	-0.18	-0.34	0.27	5%	i	-2	3.5%	.	.	22%	2.1	1.5	8.4
